Anthrax LF inh2 – inhibitors of Bacillus anthracis lethal factor protease | P15917 | multiplex microsphere protease cleavage assay, LF | inhibition, % at 10 µM | 360,000 tested, 0.12% active | AID 588501; in the data active = inhibition above about 30%; inconclusive = no clear call, values can overlap the other calls; also: plate controls were buffer without enzyme for full effect and enzyme alone for no effect
TcdB inh – blocks C. difficile toxin B glycohydrolase activity; TcdB glycohydrolase enzymatic assay, plate reader; inhibition, % at 9.99 µM; AID 652162; 350,000 tested, 0.24% active; in the data active = inhibition above about 10%
Y pestis TopoI – blocks Yersinia pestis topoisomerase I activity. activity, % at 10 µM. Y. pestis Topo-I cleavage product accumulation, plate reader. AID 504884. 360,000 tested, 0.064% active; in the data active = activity above about 50%, passing the limit was not always enough; inconclusive = no clear call, values can overlap the other calls; also: inactives centre near 2
Rv3671c inh – Rv3671c (M. tuberculosis) protease inhibition | P9WHR9 | inhibition, % at 5.96 µM | 320,000 tested, 0.048% active; in the data active = inhibition above about 38%;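 also: extracellular domain of Rv3671c used as enzyme; 0% = enzyme with DMSO and 100% = no enzyme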
Target sequence (P9WHR9 whole entry, looked up, the tested form may be a part): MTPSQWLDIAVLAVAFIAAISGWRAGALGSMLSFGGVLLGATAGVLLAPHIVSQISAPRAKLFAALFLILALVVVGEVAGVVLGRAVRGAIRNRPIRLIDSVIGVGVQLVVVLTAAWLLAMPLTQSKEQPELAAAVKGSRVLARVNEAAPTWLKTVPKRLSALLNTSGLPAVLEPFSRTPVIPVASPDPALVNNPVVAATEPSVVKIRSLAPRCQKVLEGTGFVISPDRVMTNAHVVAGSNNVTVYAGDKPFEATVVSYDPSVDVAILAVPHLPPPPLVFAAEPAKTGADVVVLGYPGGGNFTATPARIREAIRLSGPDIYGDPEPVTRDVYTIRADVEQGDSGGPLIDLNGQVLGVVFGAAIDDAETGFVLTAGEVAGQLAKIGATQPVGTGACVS
Vc quorum ag – inducers of Vibrio cholerae quorum light production without autoinducers | V. cholerae BH1578 lux reporter, luminescence, 6 h | activation, % at 18.7 µM | 350,000 tested, 0.16% active | AID 588436; in the data active = activation mostly above about 9.7%, no sharp cut-off; inconclusive = no clear call, values can overlap the other calls; inactive = mostly below about 3.7%; also: not every result past the cut was called active; inactives centre near 0; reference of the scale not given here
3CLpro inhibitor – SARS-CoV 3CLpro protease inhibition; inhibition, % at 6 µM; P0C6X7; 290,000 tested, 0.14% active; recombinant SARS-CoV 3CLpro, quenched FRET peptide cleavage; in the data active = inhibition above about 12%
PriA SSB inh – K. pneumoniae PriA-SSBct interaction inhibition | AlphaScreen SSBct-PriA binding, biotinylated peptide | inhibition, % at 33 µM | 430,000 tested, 0.6% active | AID 1272365; in the data active = inhibition mostly above about 37%, no sharp cut-off; inactive = mostly below about 20%;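 also: plate controls were negative control peptide for no effect and reference peptide for full effect; strong numbers were not always called active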
MazEF act – increases E. coli MazEF RNase cleavage of RNA; P0AE70; FAM/BHQ RNA-DNA oligo cleavage fluorescence, 5 h; activation, % at 20 µM; 350,000 tested, 0.32% active; AID 504720; in the data active = activation above about 50%
Target sequence (P0AE70 whole entry, looked up): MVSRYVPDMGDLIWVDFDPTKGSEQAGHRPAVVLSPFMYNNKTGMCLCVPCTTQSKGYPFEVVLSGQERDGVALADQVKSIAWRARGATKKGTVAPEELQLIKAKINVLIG
PfHsp40 rescue – rescue of PfHsp40-mediated yeast toxicity; S. cerevisiae expressing PfHsp40, growth rescue, ATP luminescence; growth rescue, % at 12.5 µM; 340,000 tested, 0.68% active; AID 504582; in the data active = growth rescue above about 28%, passing the limit was not always enough; inconclusive = no clear call, values can overlap the other calls;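 also: yeast W303a lacking pdr1 and pdr3 grown in galactose medium; growth measured after three days at 30 °C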
DUSP3 inh – blocks human VHR1 dual specificity phosphatase; P51452; recombinant VHR phosphatase, pNPP absorbance; inhibition, % at 13.3 µM; 290,000 tested, 0.52% active; in the data active = inhibition above about 50%; also: some compounds called inactive have numbers as strong as hits
Target sequence (P51452 whole entry, looked up): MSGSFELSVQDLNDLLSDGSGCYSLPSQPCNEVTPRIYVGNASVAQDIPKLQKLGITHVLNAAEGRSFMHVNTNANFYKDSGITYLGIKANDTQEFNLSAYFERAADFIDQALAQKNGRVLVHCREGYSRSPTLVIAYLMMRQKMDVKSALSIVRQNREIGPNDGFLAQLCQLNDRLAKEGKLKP
Active calls of the source: *; i = inactive; ? = inconclusive; . = not tested or not shown; & = joins results of further samples. Not all compounds are listed (hit frequency here may not be typical).

SMILES	Anthrax LF inh2	TcdB inh	Y pestis TopoI	Rv3671c inh	Vc quorum ag	3CLpro inhibitor	PriA SSB inh	MazEF act	PfHsp40 rescue	DUSP3 inh
Cc1cc(C)c(S(=O)(=O)c2ccccc2C)c(N(C)C)n1	0	.	-2	-3	-0.7	4	-10	0	0.4	21
Cc1nc(C(F)(F)F)ccc1C(=O)NCC(O)c1ccccc1 (stereo not given)	-1	0.5	-14	-3	-0.8	-3	7	4	0.2	28
CN1CCC(N(C)C(=S)NCCc2ccccc2)CC1	2	1.3	8	5	i	2	-2	10	1.6	15
Cc1ccnc(SCC(=O)Nc2sccc2C#N)n1	-1	1.1	1	-2	i	4	-4	9	-0.2	-6
Cc1c(Cl)cnc(NC(=O)COC(=O)c2cc3c(s2)CCC(C)C3)c1Cl (stereo not given)	1	1.2	-2	7	i	0	-2	-8	-0.8	26
O=S(=O)(c1ccc2nnn(O)c2c1)N1CCOCC1	-2	0.0	1	9	i	.	0	8	-1.1	.
CCSc1nc(-c2ccccc2)nc2c1CCCC2	0	0.2	9	-1	i	1	-38	11	-1.6	2
O=[N+]([O-])c1cccc(/C=C/c2nc(C=Nc3ccccc3)c(O)o2)c1	-3	3.5	-9	2	-1.2	-4	-16	133*	0.5	2
CCS(=O)(=O)N1CCc2cc(OC)c(OC)cc2C1	0	.	-5	3	i	-3	-4	9	0.5	16
O=C(c1ccccc1)[C@@H]1[C@@H]2C(=O)N(c3ccc(F)cc3)C(=O)[C@@H]2C2CCCN21 (stereo not given in full)	-3	0.0	5	1	-0.5	2	-6	-52	-0.7	20
Cc1nn(-c2ccccc2)c(Cl)c1/C=C/C(=O)c1ccc(O)cc1	-2	2.5	10	-15	-1.9	4	10	3	9.7	8
O=C(NCc1ccco1)c1ccc2[nH]c(=O)c(=O)[nH]c2c1	0	1.3	-1	2	-2.1	-6	-5	11	-0.7	13
CC(=O)N(C)c1ccc(C=C2C=Cc3ccccc32)cc1	-4	1.1	32	.	i	.	-1	-6	-0.7	.
CC1(C)CC(=O)C2=C(C1)NC(=O)NC2c1ccccc1Cl (stereo not given)	-14	0.8	-6	2	0.9	.	-10	10	-0.4	.
Cc1ccc(S(C)(=O)=O)cc1C(=O)OCC(=O)N(Cc1ccccc1)Cc1ccccc1	-2	3.5	21	-1	0.9	.	5	3	3.0	.
CCOC(=O)C1(CCOc2ccccc2)CCN(CCCn2cccn2)CC1	5	0.5	13	-2	3.0	1	1	1	-0.5	-5
O=C(O)C1CN2CCC1CC2 (stereo not given)	6	.	-7	-7	-0.3	-2	-16	7	-0.2	11
O=C(N/N=C/c1ccncc1)C1C2CCCCCCC21 (stereo not given)	-2	.	-1	-4	-0.7	-1	.	5	-0.5	34
CCCNC(=O)C1(C)CCCN(C(=O)c2ccc(F)cc2Cl)C1 (stereo not given)	-1	4.0	3	.	-0.5	.	.	.	.	.
COc1ccccc1Sc1ccccc1CC(C)N (stereo not given)	0	.	3	13	0.6	-2	1	8	0.0	9
COc1ccc2c(c1)[nH]c1c(=O)n(/N=C/c3ccc(OC)c(CN4CCCC4)c3)cnc12	0	3.0	5	1	-0.4	-3	.	5	-0.3	13
N#Cc1c(-c2ccccc2)nc(SCC(=O)N2c3ccccc3Sc3ccccc32)[nH]c1=O	-8	-0.2	28	-23	-0.1	3	-1	-3	6.0	8
CC12C=CC(=O)C=C1CCC1C3CCC(O)(C(=O)CO)C3(C)CC3OC312 (stereo not given)	-3	0.5	2	8	-0.4	2	-9	3	-0.1	18
O=C1CC(c2ccccc2)NC(=O)N1 (stereo not given)	4	.	-3	-13	-0.5	0	-23	3	0.2	16
CC(OC(=O)c1cccc(S(=O)(=O)N2CCCCC2)c1)C(=O)NCC1CCCCC1 (stereo not given)	-3	0.2	10	.	-0.7	.	-7	-3	1.1	.
The listing continues:
SMILES	Anthrax LF inh2	TcdB inh	Y pestis TopoI	Rv3671c inh	Vc quorum ag	3CLpro inhibitor	PriA SSB inh	MazEF act	PfHsp40 rescue	DUSP3 inh
C=COCCCNc1ncnc2sc(-c3ccccc3)cc12	10	3.7	5	-18	i	-3	-2	-2	-0.2	.
O=C(CN1CCCCCC1)Nc1ccc(Br)cc1	-4	.	3	-4	-2.2	3	-1	-5	-0.1	12
COc1ccc([C@@H]2[C@@H]3C(=O)N(C(C)(C)C)C(=O)[C@@H]3[C@]3(Cc4ccccc4)C(=O)N(c4ccccc4)C(=O)N23)cc1	-2	-0.3	11	1	-3.0	.	-2	6	0.1	.
CC1CCN(c2ccc(C(=O)NCCc3ccccc3)cn2)CC1	-3	.	0	3	i	2	-17	5	0.5	19
O=C(N/N=C(/c1ccccc1)c1ccncc1)c1ccc2c(c1)OCO2	0	2.2	6	-1	-0.2	-1	.	11	3.1	12
O=C(C1=C[C@@H](C2CC2)C[C@@H](OCCCCO)O1)N1CCOCC1	-3	-1.0&0.4	3	-9	-11	-1	4	5	0.5	12
CS(=O)(=O)N(CC(=O)NCC1CCCO1)c1cccc(Cl)c1 (stereo not given)	9	2.1	8	3	-0.6	0	-3	7	1.8	8
CCOc1ccc(C(=O)N2CCN(c3cccc(C)c3C)CC2)cc1	-1	.	29	-3	i	-3	-11	-1	3.9	11
O=C(NCCn1cc(SCC(=O)N2CCOCC2)c2ccccc21)c1c(F)cccc1F	-4	-0.3	8	-6	i	-1	0	3	0.0	-7
Cc1ccc(C(=O)NC(=S)N(C)C2CCCCC2)cc1Br	0	1.6	15	-2	-0.3	-1	.	.	0.4	24
Nc1ncn(C23CC4CC(CC(C4)C2)C3)n1	0	.	1	8	-0.2	-1	-2	-6	-1.3	24
COc1cccc(C(=O)NNC(=O)CCC(=O)O)c1	1	-0.2	1	11	-0.7	0	0	5	0.2	1
O=S(=O)(c1ccc(Cl)cc1)N1CN2CCN(C2)C1	-7	.	-3	-11	-0.6	-2	2&-13	7	-1.8	-11
CCC(=O)Nc1cccc(C(=O)/C=C/c2ccccc2)c1	1	.	-7	-6	-0.3	8	0	2	-0.7	20
S=C(NCc1ccccc1)NCc1ccccc1	-9	0.6	1	-12	-0.4	2	0	0	0.2	9
COc1cc([N+](=O)[O-])ccc1NC(=S)NCc1ccccn1	-2	.	-8	-16	i	8	10	0	0.0	45
Cc1ccc(O)c(C(=O)c2cnc3c(c2)c(C)nn3-c2ccccc2)c1	-1	.	17	-24	-0.3	5	20	-6	2.4	2
CCc1ccccc1NC(=O)CN(C)C(=O)Cn1cc(C(F)(F)F)cc(Cl)c1=O	-5	1.2	5	1	-0.3	-1	-10	2	0.7	30
Oc1c(Br)cc(Br)cc1/C=N/c1nccs1	-2	-1.7	-5	-1	i	.	.	-14	0.5	.
CCN(CC)S(=O)(=O)c1ccc(NC(=O)c2ccc(Sc3nncn3C)c([N+](=O)[O-])c2)cc1	3	0.3	-5	-4	-0.3	-2	-18	0	5.8	21
Cc1ccnc(N2CCC(C(=O)NNC(=O)c3ccccc3)CC2)n1	-3	2.2	2	-3	-0.5	5	4	4	-0.4	18
CN1CCN(C(=S)SCC(=O)N2CCCc3ccccc32)CC1	-4	0.7	9	-2	.	0	-4	-1	-1.4	8
NC(=O)CCN1CCN(C(=O)c2ccc3nc(Cc4cccc(Cl)c4)oc3c2)CC1	-3	0.3	-2	-2	i	-3	-6	1	-0.1	19
COC(=O)CC1COc2ccccc2N1C(=O)c1ccc(OC)cc1 (stereo not given)	1	.	-8	-7	-3.6	1	-11	0	-0.7	9
O=C(COC(=O)/C=C/c1ccc2c(c1)OCO2)Nc1ccccc1	-3	9.0	-1	-1	-0.3	-2	-13	-6	-0.4	12

Entries of single compounds from above. Order of values: Anthrax LF inh2	TcdB inh	Y pestis TopoI	Rv3671c inh	Vc quorum ag	3CLpro inhibitor	PriA SSB inh	MazEF act	PfHsp40 rescue	DUSP3 inh
Cc1ccc(C(=O)NC(=S)N(C)C2CCCCC2)cc1Br is listed with 0	1.6	15	-2	-0.3	-1	.	.	0.4	24
COc1cccc(C(=O)NNC(=O)CCC(=O)O)c1 is listed with 1	-0.2	1	11	-0.7	0	0	5	0.2	1
Oc1c(Br)cc(Br)cc1/C=N/c1nccs1 is listed with -2	-1.7	-5	-1	i	.	.	-14	0.5	.
CC1CCN(c2ccc(C(=O)NCCc3ccccc3)cn2)CC1 is listed with -3	.	0	3	i	2	-17	5	0.5	19

(continued)
SMILES	Anthrax LF inh2	TcdB inh	Y pestis TopoI	Rv3671c inh	Vc quorum ag	3CLpro inhibitor	PriA SSB inh	MazEF act	PfHsp40 rescue	DUSP3 inh
O=C1OCCC1=CN1CCCCC1	-3	0.5	3	.	i	.	.	6	.	.
CCN1C(=O)N[C@@H](c2cccc(C(F)(F)F)c2)[C@@H](C(=O)OC)[C@H]1C	-2	0.6	0	0	-1.7	.	-22	-2	9.1	.
O=C(CCN1C(=O)C2C3C=CC(C4CC34)C2C1=O)Oc1cccc2cccnc12 (stereo not given)	-1	.	3	6	i	5	7	1	-0.5	17
CC(CNC(=O)CN1C(=O)NC2(CCCCC2C)C1=O)c1ccccc1 (stereo not given)	-3	0.7	1	.	i	.	-11	3	-0.4	.
CCN(CC)C(=O)Cn1cc(S(=O)(=O)CC(=O)Nc2ccc3c(c2)OCCO3)c2ccccc21	2	0.5	1	7	-0.2	1	-4	-1	-0.2	20
Nc1ccc(Cn2ccc3c4c(N)nc(N)nc4ccc32)cc1	-12	0.3	-11	.	-2.0	.	32	10	0.0	.
Cc1ccc(-c2nnc3ccc(SCC(=O)NCc4ccco4)nn23)cc1	-5	.	9	2	-2.8	0	-3	9	0.6	-9
Cc1ccc(S(=O)(=O)N2[C@@H](c3ccc(Cl)cc3)C(C(=O)O)=CC[C@H]2c2ccc(Cl)c(Cl)c2)cc1	-8	-0.3	4	-40	-0.5	.	2	-1	304*	.
O=C(Nc1ccccc1Cl)c1cccc(NC(=O)c2cccs2)c1	-4	-7.2	-10	.	i	2	-18	8	-0.4	19
O=C(NCCC(F)(F)F)c1cccc2c(-c3ccc(F)c(F)c3)coc12	0	0.8	27	.	i	.	.	.	.	.
COc1ccc(CN2CCN(c3ccccn3)CC2)c(OC)c1	-2	.	3	-2	-0.7	0	-21	-5	-0.6	11
COC(=O)C[C@H]1C[C@@H]2c3cc(NS(=O)(=O)c4ccc(OC)cc4)ccc3O[C@@H]2[C@H](CO)O1	-1	0.7	-2	.	-0.4	.	.	-4	.	.
CC1(C)Cc2c(C#N)c(NCCO)nc(-c3ccco3)c2CO1	-19	0.9	-3	-8	i	-5	-5	0	-0.5	27
O=C(NNS(=O)(=O)c1ccc(F)cc1)c1ccccc1O	4	0.9	-3	-2	-0.9	-7	0	9	0.0	16
COc1ccc(OCC(=O)N2CCN(Cc3nc4cc([N+](=O)[O-])ccc4n3C)CC2)cc1	-2	0.3	8	-2	i	2	4	2	-0.8	2
Nc1nc(NCc2ccccc2)nc(-c2ccccc2)n1	-1	.	5	-3	i	-6	-1	-1	1.3	-2
O=C(NC1CCCCC1)c1ccc2c(=O)n(CC3CCCO3)c(=O)[nH]c2c1 (stereo not given)	-4	.	-1	1	i	3	-7	9	-0.6	20
O=C(Nc1ncc(Cc2ccccc2)s1)C1=NCCN1	-5	0.9	9	1	i	-3	0	8	-0.5	18
Cc1c(C(=O)N2CCOCC2)oc2c1C(=O)CC(C)(C)C2	3	.	4	-4	i	1	-4	9	-0.8	-2
CCOc1ccccc1Nc1cc(C)nc2nc(C)nn12	-1	-6.7	6	6	-0.2	-2	-6	5	-0.5	-8
CCOc1cc(/C=N/NC(=O)CNc2cccc(C)c2)ccc1OC(=O)c1ccccc1	-4	0.2	21	-14	.	-2	.	2	-0.6	34
CC1(c2ccccc2)NC(=O)N(CC(=O)N(CC(=O)Nc2ccccc2C(F)(F)F)Cc2ccco2)C1=O (stereo not given)	?	-2.0	-4	.	-0.5	.	2	3	-0.4	.
